# Bioassay records (PubChem)
# 12-LOX inh: Primary qHTS assay for inhibitors of human arachidonate 12S-lipoxygenase (ALOX12): Round 2; purified 12hLO, xylenol orange hydroperoxide absorbance; hit rate 1.1% among 580,000; Potency, µM (highest dose often 108 µM), for inactives: at the highest dose activity change, negative = inhibition, most hits filed as inhibitors; also: % is scaled to controls: 0 for no effect and ±100 for the full control effect
#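 Purified human 12hLO at 150 nM in 25 mM Hepes, 0.01% Triton X-100, pH 7.0, preincubated 15 min at room temperature with compound. Reaction started with 40 uM arachidonic acid, 30 min at room temperature. Hydroperoxide measured by Fe-xylenol orange, 573/405 nm absorbance ratio.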
# RXFP1 ag: qHTS Assay for Agonists of the Relaxin Receptor RXFP1; Relaxin receptor 1 (Homo sapiens), Q9HBX9; HEK293T-RXFP1 cAMP TR-FRET, 30 min; response scale: percent of porcine relaxin response, buffer zero; Potency, µM (doses to about 57.5 µM), inactives show top-dose activation, usual class: activators; hit rate 0.3% among 370,000; also: % is scaled to controls: 0 for no effect and ±100 for the full control effect; nearly all actives have a fitted effect of over 60% in size; many of its hits are not listed in these tables
# Target sequence (Q9HBX9 whole entry, looked up): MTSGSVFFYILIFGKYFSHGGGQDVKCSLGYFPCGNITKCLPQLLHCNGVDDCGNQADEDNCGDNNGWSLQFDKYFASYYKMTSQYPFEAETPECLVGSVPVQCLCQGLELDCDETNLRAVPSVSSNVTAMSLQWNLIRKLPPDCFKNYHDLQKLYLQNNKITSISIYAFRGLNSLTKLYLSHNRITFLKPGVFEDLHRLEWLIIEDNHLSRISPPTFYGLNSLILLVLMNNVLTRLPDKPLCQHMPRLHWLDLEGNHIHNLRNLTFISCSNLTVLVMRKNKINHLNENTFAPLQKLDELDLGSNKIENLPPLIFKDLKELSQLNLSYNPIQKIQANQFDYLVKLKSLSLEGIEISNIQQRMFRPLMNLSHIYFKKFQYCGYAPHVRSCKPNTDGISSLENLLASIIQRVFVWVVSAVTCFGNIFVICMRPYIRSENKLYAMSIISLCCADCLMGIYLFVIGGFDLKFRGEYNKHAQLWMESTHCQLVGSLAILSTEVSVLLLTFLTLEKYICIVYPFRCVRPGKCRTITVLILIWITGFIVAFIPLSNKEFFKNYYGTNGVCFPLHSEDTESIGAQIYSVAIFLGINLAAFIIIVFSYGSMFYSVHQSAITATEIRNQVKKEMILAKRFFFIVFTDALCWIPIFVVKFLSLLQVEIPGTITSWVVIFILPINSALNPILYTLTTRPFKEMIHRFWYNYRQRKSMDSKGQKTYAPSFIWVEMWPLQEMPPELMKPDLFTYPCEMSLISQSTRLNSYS
#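 cAMP rise read by TR-FRET after 30 min, 37C compound exposure (up to 58 uM) in RXFP1-transfected HEK293 cells with Ro 20174 present. EC50 from Hill-equation fits, with 29 nM porcine relaxin as 100% and buffer as basal.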
# Vif-APOBEC3F blk: qHTS for Inhibitors of Vif-A3F Interactions: qHTS; HeLa A3F-eYFP + Vif (tagged APOBEC3F with the HIV-1 protein that degrades it), YFP fluorescence increase; hit rate 0.2% among 390,000; Potency, µM (top dose mostly 46.1 µM), inactives show at the highest dose activity, negative = active; also: % of control where 0% means no effect; nearly all actives have a fitted effect of over 65% in size
#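 HeLa cells stably expressing A3F-eYFP plus Vif, plated and incubated overnight at 37 deg C, then exposed to compounds overnight at 37 deg C. Blocked degradation read as raised yellow fluorescence (Ex 488/Em 500-530).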
# TrxR1 inh: qHTS Assay for Inhibitors of Mammalian Selenoprotein Thioredoxin Reductase 1 (TrxR1): qHTS | Thioredoxin reductase 1, cytoplasmic (Rattus norvegicus), O89049 | recombinant rTrxR1, NADPH fluorescence consumption, selenite substrate | Potency, µM (series often up to 114 µM), for inactives: top-dose activity change, negative = inhibition, hits mostly inhibitors | hit rate 1% among 390,000; also: % is scaled to controls: 0 for no effect and ±100 for the full control effect; nearly all actives have a fitted effect of over 65% in size
#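 Rat TrxR1 (90 nM in the dispensed reagent) was pre-reduced with 400 uM NADPH for 5 min at room temperature, then incubated with compound for 15 min. After 400 uM selenite was added, NADPH fluorescence (Ex 340/Em 450 nm) was followed for 8 min.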
# USP1-UAF1 inh: Inhibitors of USP1/UAF1: Primary Screen; Ubiquitin carboxyl-terminal hydrolase 1 (Homo sapiens), O94782; recombinant USP1/UAF1, Ub-Rhodamine cleavage fluorescence; Potency, µM (series often up to 57.1 µM), for the others: at the top dose activity change, negative = inhibition, hits mostly inhibitors; hit rate 0.23% among 390,000; also: % is scaled to controls: 0 for no effect and ±100 for the full control effect; nearly all actives have a fitted effect of over 60% in size; inactives centre near -12
#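 Step one: compound is pinned into 1nM USP1/UAF1 in HEPES pH 7.8 buffer with TCEP. Step two: 15 min room-temperature incubation. Step three: Ub-Rho (150nM final) starts cleavage, tracked by fluorescence over six one-minute reads.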
# RGS4 inh: Inhibitors of Regulator of G Protein Signaling (RGS) 4: qHTS; Transcreener GDP fluorescence polarization, RGS4-accelerated GTP hydrolysis; AID 504845, 2011; hit rate 0.039% among 390,000; Regulator of G-protein signaling 4 (Homo sapiens), P49798; Potency, µM (doses to about 114 µM), for inactives: at the highest dose activity change, negative = inhibition, usual class: inhibitors; also: % is scaled to controls: 0 for no effect and ±100 for the full control effect; nearly all actives have a fitted effect of over 75% in size; some results filed as inactive show a strong effect at the top dose
# Target sequence (P49798 whole entry, looked up): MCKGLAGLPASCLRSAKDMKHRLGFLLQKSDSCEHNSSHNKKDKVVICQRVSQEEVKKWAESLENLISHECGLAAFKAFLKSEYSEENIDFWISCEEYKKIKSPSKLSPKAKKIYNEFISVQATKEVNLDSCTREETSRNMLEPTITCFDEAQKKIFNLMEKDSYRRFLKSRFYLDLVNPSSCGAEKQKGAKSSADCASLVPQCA
#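 MLSMR compounds (23 nl, pin-transferred) preincubated 10 min at room temperature with a 500nM (2x) first reagent, then RGS4 at 900nM (2x) plus Transcreener GDP mix added; fluorescence polarization (620/688 nm) read before and after 90 min at 30 °C.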
# Vif-APOBEC3G blk: qHTS for Inhibitors of Vif-A3G Interactions: qHTS; HeLa A3G-eYFP + Vif (tagged APOBEC3G with the HIV-1 protein that degrades it), YFP fluorescence, overnight; Potency, µM (doses to about 46.1 µM), for inactives: top-dose activity, negative = active, actives largely listed as inhibitors; AID 602310, 2012; hit rate 0.076% among 410,000;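 also: % is scaled to controls: 0 for no effect and ±100 for the full control effect; nearly all actives have a fitted effect of over 60% in size; hits raise eYFP signal because A3G escapes Vif-driven loss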
#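 HeLa cells stably expressing Vif and C-terminally eYFP-tagged A3G, seeded overnight at 37 deg C, then exposed to compound by pintool overnight at 37 deg C. Rise in yellow fluorescence (Ex 488/Em 500-530, Acumen) marks blocked Vif-driven A3G degradation.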
# TrxR1 substrate: qHTS Assay for Substrates of Mammalian Selenoprotein Thioredoxin Reductase 1 (TrxR1): qHTS; purified TrxR1 substrate turnover, NADPH consumption readout; Potency, µM (highest dose often 114 µM), without a hit: at the highest dose activity change, negative = substrate turnover; hit rate 0.01% among 390,000; AID 588456, 2011; also: % is scaled to controls: 0 for no effect and ±100 for the full control effect; nearly all actives have a fitted effect of over 50% in size
#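 Rat TrxR1, dispensed at 90 nM, was prereduced with 400 uM NADPH (final) for 5 min at ~22 deg C, then incubated with compound 15 min before 400 uM selenite. A first-read NADPH fluorescence drop versus no-compound background flagged substrates.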
# mIDH1 inhibitor: qHTS for Inhibitors of mutant isocitrate dehydrogenase 1 (IDH1): qHTS. Isocitrate dehydrogenase [NADP] cytoplasmic (Homo sapiens), O75874. IDH1-R132H enzyme, NADPH consumption, diaphorase/resazurin fluorescence. Potency, µM (top dose mostly 76.6 µM), without a hit: at the top dose activity change, negative = inhibition, hits mostly inhibitors. hit rate 0.093% among 390,000. AID 602179, 2012; also: % is scaled to controls: 0 for no effect and ±100 for the full control effect; nearly all actives have a fitted effect of over 65% in size
#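 IDH1-R132H (0.5 ug/mL dispensed) in pH 7.5 Tris buffer was preincubated 30 min with compound, then given a substrate mix of 0.016 mM NADPH and 2 mM alpha-KG for 80 min at room temperature; remaining NADPH was read by diaphorase/resazurin fluorescence.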
# The depositor's hits bear a star; u = inconclusive; x = no result given; & = joins results of further samples; [ ] = dose if it differs, or a comment. Calls follow the shape of the dose curve; as a rule, active = well fitted curve in the direction sought with a large enough effect; inconclusive = small, poorly fitted or top-dose-only effect, or another doubt; inactive = no such curve, though single readings can be large; an effect the other way counts as inactive or inconclusive. Potency is read from the fitted curve at half-maximal effect. This is a subset, so the mix of outcomes need not match the whole.
SMILES,12-LOX inh,RXFP1 ag,Vif-APOBEC3F blk,TrxR1 inh,USP1-UAF1 inh,RGS4 inh,Vif-APOBEC3G blk,TrxR1 substrate,mIDH1 inhibitor
Cc1ccc(C2CCN(C(=S)NC(C)(C)C)C2)cc1 (stereo not given),13%,2.1%,7%,16%,-10%,6%,-4%,5%,1%
COC(=O)COc1ccc(/C=N/NS(=O)(=O)c2ccccc2)cc1,0%,2.2%,1%,4%[57.1 µM],-19%,-20%,-2%,-5%,6%
Cc1cccn2c(=O)c3cc(C(=O)N4CCN(Cc5ccccc5)CC4)sc3nc12,399%[activator],1.7%,3%,3%,-5%,3%,2%,112%[activator],-11%
O=C(NCCCN1CCOCC1)c1c(F)c(F)c(F)c(F)c1F,0%,1.4%,7%,7%,-11%,-8%,5%,4%,1%
CC1CN(Cc2ccccc2)c2nc3c(c(=O)n(CC(=O)O)c(=O)n3C)n2C1 (stereo not given),-11%,0.9%,6%,20%,-3%,10%,1%,1%,4%
CCOc1ccc(CC(=O)Nc2ccc3c(c2)N(C)C(=O)c2ccccc2S3)cc1OCC,-22%,-0.1%,1%,9%[57.1 µM],-2%,3%,3%,-1%[57.1 µM],-8%
CCC(=O)Nc1ccc(S(=O)(=O)N2CCC(c3nc4ccccc4[nH]3)CC2)cc1,22%,-0.3%,4%,-3%,-15%,1%,0%,-7%,3%
O=c1[nH]c2nc(Cl)nc(Cl)c2[nH]1,-18%,x,-3%,5%[2.29 µM],-8%,0%,0%,2%[2.29 µM],-6%
O=C(c1cccc(NS(=O)(=O)c2ccc(F)c(F)c2)c1)N1CCN(Cc2ccccc2)CC1,-25%,5.4%,-11%,-20%,-18%,-1%,-1%,-5%,0%
c1csc(C(c2nnnn2C2CCCC2)N2CCOCC2)c1 (stereo not given),268%[activator],-1.4%,-14%,0%[57.1 µM],4%,-32%,2%,7%[57.1 µM],-2%
CC(NC(=O)C(=O)N1CCCCC1)C(c1cccs1)N1CCN(c2ccc(F)cc2)CC1 (stereo not given),-4%,0.1%,4%,-12%,-23%,-29%,1%,-10%,-6%
CCOC(=O)C(C(=O)OCC)C1CS(=O)(=O)CC1C(C(=O)OCC)C(=O)OCC (stereo not given),-11%,-0.4%,-14%,11%,0%,19%,2%,-3%,-2%
CCN(CC)CCNC(=O)c1ccc(NC(=O)Cc2ccsc2)cc1,0%,1.2%,-9%,9%,-22%,-21%,-5%,-5%,-1%
N#CCCCc1cc2cc(F)ccc2cn1,-10%,x,-4%,10%,-15%,20%,3%,-2%,-4%
O=C(NCc1ccccc1Cl)C1CCCO1 (stereo not given),2%,-0.8%,-2%,6%,-18%,9%,-1%,2%,-1%
CCc1ccccc1NC(=O)CCOc1ccccc1,3%,2.1%&-1.5%,-4%&1%,22%,-19%&-25%,-10%&13%,2%&-7%,5%,1%&-13%
C=CCn1c(CNC(=O)c2ccco2)nnc1SCC(=O)Nc1cccc(F)c1,21%,0.2%,3%,21%[57.1 µM],-11%,15%,1%,-3%[57.1 µM],8%
CC(C)c1nnc(NC(=O)CCC(=O)N2CCN(C3c4ccccc4-c4ccccc43)CC2)s1,27%,-0.2%,-1%,3%[57.1 µM],-10%,-11%,-1%,-7%,2%
Cc1ccc(C(=O)N/C(=C\c2ccc(F)cc2)C(=O)NCc2ccncc2)cc1,x,0.1%,17%,7%[57.1 µM],2%,14%,1%,3%[57.1 µM],20%
CC(Oc1ccccc1F)C(=O)NN (stereo not given),-5%,0.2%,2%,-8%,-14%,-14%,1%,-3%,1%
Cc1ccc2nc3c(cc2c1)c(NC(=O)C(C)(C)C)nn3CC(C)C,0%,-1.1%,-1%,11%,-13%,21%,0%,12%,-2%
CCCSc1cc(=O)n(-c2ccccc2)nc1C(=O)O,-3%,2.0%,10%,-6%,-9%,21%,-8%,-7%,-23%
NC(=O)c1cc(-c2ccccc2)nc(Oc2ccccc2)n1,-5%,-0.5%,0%,10%,-2%,7%,1%,2%,-2%
CCOC(=S)SCC(=O)N1CCc2cc(OC)c(OC)cc2C1C1C(=O)CC(C)(C)CC1=O (stereo not given),4%,2.2%,6%,-3%[57.1 µM],-7%,-18%,-1%,10%[57.1 µM],1%
CCOC(=O)/C=C/c1ccc(C(F)(F)F)cc1S(=O)(=O)NC(C)(C)C,-29%,x,-20%,3%[57.1 µM],u,-24%,-3%&-6%,2%[57.1 µM],11%

# Gathered by group: the entries above containing a tert-butyl group.
SMILES,12-LOX inh,RXFP1 ag,Vif-APOBEC3F blk,TrxR1 inh,USP1-UAF1 inh,RGS4 inh,Vif-APOBEC3G blk,TrxR1 substrate,mIDH1 inhibitor
Cc1ccc(C2CCN(C(=S)NC(C)(C)C)C2)cc1 (stereo not given),13%,2.1%,7%,16%,-10%,6%,-4%,5%,1%
Cc1ccc2nc3c(cc2c1)c(NC(=O)C(C)(C)C)nn3CC(C)C,0%,-1.1%,-1%,11%,-13%,21%,0%,12%,-2%
CCOC(=O)/C=C/c1ccc(C(F)(F)F)cc1S(=O)(=O)NC(C)(C)C,-29%,x,-20%,3%[57.1 µM],u,-24%,-3%&-6%,2%[57.1 µM],11%

# (further entries)
SMILES,12-LOX inh,RXFP1 ag,Vif-APOBEC3F blk,TrxR1 inh,USP1-UAF1 inh,RGS4 inh,Vif-APOBEC3G blk,TrxR1 substrate,mIDH1 inhibitor
O=C(Cn1cnc2c(oc3ccccc32)c1=O)NCc1ccccc1,-1%,8.1%,-3%,31%,-21%,10%,-16%,7%,-2%
CC(=O)N/N=C\c1ccccc1OC/C=C/c1ccccc1,13%,0.2%,3%,-9%,-3%,16%,-9%,-8%,3%
CC(C)C(=O)Nc1ccc(N2CCN(S(C)(=O)=O)CC2)cc1,0%,0.7%,x,10%,-16%,-23%,0%,0%,-3%
CN(C)CCNc1oc(/C=C/c2ccccc2)nc1C#N,94%&-8%[activator],15%,-6%,6%[57.1 µM],-8%,-32%,0%,147%[activator][57.1 µM],-1%
Cc1ccc(Cl)cc1NC(=O)CCn1cnc2ccccc2c1=O,u,2.1%,-1%,20%[57.1 µM],-16%,-1%,2%,1%[57.1 µM],-13%
Cn1cc(Br)c(-c2cccc(N3C(=O)CCCC3=O)c2)n1,7%,0.2%,-9%,1%[57.1 µM],-16%,-13%,0%,2%[57.1 µM],1%
COc1ccc(/C=C/C(=O)Nc2cccc(S(=O)(=O)NC3=NCCCCC3)c2)cc1OC,11%,-0.8%,-3%,16%,-16%,13%,-5%,2%,0%
CCOC(=O)N1CCN(C(=O)CSc2nc(=O)n3ccccc3n2)CC1,0%,20%,-1%,0%,-12%,u,0%,-6%,9%
CCOc1ccc(NC(=O)[C@@H](NC(=O)c2ccco2)C(C)C)cc1,-28%,-1.4%,3%,16%,-8%,-37%,-1%,9%,2%
Cc1ccc(Cl)cc1NC(=O)NCc1cccnc1,1%,-0.6%,1%,22%,-12%,2%,2%,-2%,3%
COCCNC(=O)c1ccc(C(=O)C(=O)c2ccccc2)cc1,-6%,4.8%,1%,2%,-12%,-21%,2%,-2%,10%
COc1ccc(OC)c(Nc2ncnc3c2cnn3-c2ccccc2)c1,-23%,0.1%,-8%,10%,-4%,3%,3%,0%,2%
NC(=O)c1ccc(NS(=O)(=O)c2ccccc2F)cc1,5%,3.1%,0%,6%[57.1 µM],-10%,-4%,3%,8%[57.1 µM],1%
Cc1[nH]c(C)c(S(=O)(=O)N2CCN(c3ccccc3F)CC2)c1C(=O)N1CCCC1,-3%,4.1%,4%,6%,-17%,-18%,3%,5%,9%
O=C(NC1CCCC1)C(c1cccnc1)N(C(=O)c1csnn1)C1CCCC1 (stereo not given),13%,-0.4%,-1%,-13%,-3%,2%,-3%,-6%,-2%
COc1ccc(/C=N/N=C2/CC(C)(C)Cc3n[nH]c(=O)cc32)cc1,-8%,0.4%,u,8%[57.1 µM],-19%,15%,3%,-2%[57.1 µM],-3%
C/C(=N/NC(=O)OC(C)(C)C)c1ccco1,0%,-0.7%,-8%,-3%,-19%,-2%,0%,-9%,-4%
CCc1ccc(CN(C)CC(=O)Nc2ccccc2[N+](=O)[O-])cc1,-17%,3.4%,2%,3%,-26%,-26%,-1%,-7%,5%
COc1ccc(-c2csc(NC(=O)C3CSC4(C)CCC(=O)N34)n2)cc1OC (stereo not given),-22%,4.1%,-3%,13%,0%,-21%,-1%,2%,0%
CCCNC(=S)Nc1ccc(Cl)cc1Cl,u,2.2%,-2%,-11%,-19%,11%,2%,-3%,2%
